KLF5 inh – KLF5 expression inhibitors, primary screen, DLD-1 cells, luminescence; inhibition, % at 5 µM; DLD-1 KLF5 promoter-luciferase reporter; 290,000 tested, 0.23% active;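 active means inhibition above a per-plate limit of that plate's mean compound inhibition plus 3 SD, cut at about 60% in these data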;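 further: 0% = DMSO wells and 100% = LY294002 at 200 µM; higher means less KLF5 promoter-driven luciferase light; inactives centre near -14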
HSF1 activator – HSF-1 activators, primary screen, NIH3T3-HGL cells, MG132 stress, luminescence, single point. NIH3T3-HGL HSF-1 luciferase reporter, 8 h; 100% = twice DMSO control signal. activation, % at 9 µM. 300,000 tested, 1.7% active;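 active means mean replicate activation of at least 50% with a set share of replicates each reaching 50%; inconclusive means only one of those two conditions met; inactive means mean below 50% and too few replicates reaching it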;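 further: 0% = median of the neutral control wells and 100% = twice that signal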
HSF1 inh – HSF1 inhibitors in luciferase reporter cells, primary screen, cell-based, NIH3T3, luminescence; NIH3T3-HGL HSE-luciferase, MG132-induced, luminescence 8 h; active compounds read low; activity change, negative = inhibition, % at 7.5 µM (by protocol); 300,000 tested, 0.77% active;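 active means more than half of replicate wells show activity change below -50%, luminescence cut by over half; inconclusive means some wells, but at most half, below -50%; inactive means no replicate well below -50%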;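 further: luciferase reports HSF-1 transcriptional activity via heat shock element; 0% = median of DMSO wells and -100% = zero luminescence signal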
Platelet DG rel – inhibitors of platelet dense granule secretion, primary screen, cell-based, MLPCN, human platelets. human platelet-rich plasma, SFLLRN dense granule ATP release, luminescence. inhibition, %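 (compounds screened at 7.5 µM in platelet-rich plasma)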. 300,000 tested, 0.22% active. AID 1663, 2009;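 active means mean replicate score, as percent of positive control, at or above 50; inconclusive means mean below 50 but at least one replicate at or above 50; inactive means mean and every replicate below 50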
GSK3 alpha inh – blockers of GSK3A enzyme activity – biochemical, luminescence, cell-free homogeneous, HTS, primary screen | GSK-3 alpha kinase, ADP-Glo luminescence, 60 min | inhibition, % at 10 µM | 320,000 tested, 0.1% active | AID 2650, 2010;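 in the data active means inhibition above about 50%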;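 further: GST-tagged GSK-3 alpha with peptide substrate and 25 µM ATP; 0% = DMSO neutral wells and 100% = GW8510 positive control wells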
Target sequence (P49840 whole entry, looked up): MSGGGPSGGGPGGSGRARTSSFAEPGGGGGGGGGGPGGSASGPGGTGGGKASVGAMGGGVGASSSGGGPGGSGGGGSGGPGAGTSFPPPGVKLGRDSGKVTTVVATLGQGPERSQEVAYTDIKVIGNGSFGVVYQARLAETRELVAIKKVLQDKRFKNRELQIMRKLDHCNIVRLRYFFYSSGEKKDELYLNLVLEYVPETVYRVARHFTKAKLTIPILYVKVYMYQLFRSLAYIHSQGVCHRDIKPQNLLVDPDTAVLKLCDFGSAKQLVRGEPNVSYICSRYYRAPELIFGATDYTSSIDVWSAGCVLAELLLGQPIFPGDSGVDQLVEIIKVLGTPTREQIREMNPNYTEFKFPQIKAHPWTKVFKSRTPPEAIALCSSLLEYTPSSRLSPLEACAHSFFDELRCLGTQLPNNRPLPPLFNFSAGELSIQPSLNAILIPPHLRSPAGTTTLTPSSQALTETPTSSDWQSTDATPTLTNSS
HSP90 refold inh – HSP90 inhibitors, primary screen, cell lysate, luminescence. 290,000 tested, 0.91% active. inhibition, % at 5.6 µM. Heat shock protein HSP 90 (rabbit reticulocyte lysate; luciferase refolding). Rabbit reticulocyte lysate, luciferase refolding luminescence, 3 h;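 active means inhibition above the screen-wide mean plus 3 SD, computed separately per campaign, cut at about 16% in these data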;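 further: 0% = DMSO wells and 100% = 60 µM geldanamycin wells; inhibitors lower the luminescence because luciferase stays unfolded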
IEC-6 tox – cytotoxicity in IEC-6 intestinal epithelial cells, primary screen, cytotoxicity control for KLF5 inhibitor project, cell-based, luminescence | IEC-6 cytotoxicity, luminescence viability | inhibition, % at 5 µM | 290,000 tested, 0.78% active; in the data active means inhibition above about 22%;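 further: 0% = plate median of test compound wells and 100% = cytotoxic reference compound wells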
GSK3beta inhib – human GSK3beta kinase inhibitors, primary screen, biochemical, cell-free homogeneous, HTS; 300,000 tested, 0.038% active; Glycogen synthase kinase-3 beta (Homo sapiens), P49841; activity score (negative = inhibition), % at 10 µM; AID 2097, 2009; GST-GSK3beta kinase, ADP-Glo luminescence, 60 min; active compounds read low;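 active means more than half of replicate wells score below -50%, meaning over 50% inhibition versus plate controls; inconclusive means some replicates but at most half score below -50%; inactive means no replicate scores below -50%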;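 further: 0% = median DMSO wells and -100% = median GW8510 positive control wells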
Target sequence (P49841 whole entry, looked up): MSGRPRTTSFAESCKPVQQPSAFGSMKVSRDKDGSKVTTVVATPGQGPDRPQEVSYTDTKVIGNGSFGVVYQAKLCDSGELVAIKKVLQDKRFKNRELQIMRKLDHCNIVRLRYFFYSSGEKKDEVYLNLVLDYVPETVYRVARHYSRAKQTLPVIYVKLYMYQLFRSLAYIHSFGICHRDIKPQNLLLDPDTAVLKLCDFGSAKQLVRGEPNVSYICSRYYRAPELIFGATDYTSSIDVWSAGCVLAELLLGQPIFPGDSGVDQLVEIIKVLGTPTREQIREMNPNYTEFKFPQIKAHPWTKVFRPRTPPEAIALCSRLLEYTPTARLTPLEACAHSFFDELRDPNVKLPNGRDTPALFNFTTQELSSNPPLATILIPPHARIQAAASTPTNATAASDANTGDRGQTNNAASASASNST
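test system = GST-tagged human GSK3beta kinase, cell-free | reagent = 25 µM ATP with peptide substrate | dosing = one dose of 10 µM per compound | schedule = 60 min reaction, RT | detection = luminescent ADP-Glo measurement of ADP formed | control set = DMSO neutral wells and GW8510 at 20 µM as positive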
aSyn 5UTR inh – MLPCN primary screen, SNCA 5' untranslated region; alpha-synuclein 5'UTR reporter, inhibitor activity; inhibition, % (tested at 7.5 µM); 300,000 tested, 0.82% active; AID 1813, 2009; in the data active means inhibition above about 60%; inconclusive means no clear call, values can overlap the other calls;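 further: H4 neuroglioblastoma cells stably carrying SNCA 5'UTR luciferase fusion; 0% = DMSO wells and 100% = positive control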
DYRK1A inh – rat Dyrk1A kinase inhibitors, primary screen, biochemical, single point, plate reader. Dual specificity tyrosine-phosphorylation-regulated kinase 1A (Rattus norvegicus), Q63470. AID 504441, 2011. ADP-Glo luminescence, NFATc1 peptide. 310,000 tested, 0.43% active. inhibition, % at 12.5 µM; in the data active means inhibition above about 50%;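 further: plate controls were vehicle with enzyme for no effect and no enzyme for full effect; many of its hits are not listed in these tables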
Starred values were filed as active, the others as inactive; ? = inconclusive; · = not tested or not shown; & = joins results of further samples. This is a subset. The share of hits here may be higher or lower than overall.

1: CCOC(=O)C(NC(=O)C(Cc1ccc(N(CCCl)CCCl)cc1)NC(C)=O)C(C)C (centres undefined)
2: O=c1[nH]c(=S)n(Cc2ccco2)c(O)c1C=NCc1cccs1
3: COc1ccc(CCNCc2ccc(SC)cc2)cc1
4: O=C(Cc1ccccc1)OCn1nnc2ccccc2c1=O
5: Cc1cc(C(=O)Nc2ccccc2)nn1C(C)(C)C
6: CC1CN=C(NCc2ccccc2Cl)S1 (centres undefined)
7: Cc1ccc(OCCOc2cccc(C=C3C(=O)NC(=O)NC3=O)c2)cc1
8: COc1ccc(/C=C2/C(=O)NC(=O)N(Cc3ccco3)C2=O)cc1
9: CC(C)COc1ccc(Cc2c(O)[nH]c(=S)[nH]c2=O)cc1
10: Nc1ncn[nH]1
assay / compound	1	2	3	4	5	6	7	8	9	10
KLF5 inh	-27	-17	6	-25	-86	-17	-22	15	-17	·
HSF1 activator	-22	-5	·	-16	?	-4	4	2	34	-9
HSF1 inh	-2	-1	·	-11	18	2	-5	-6	3	-2
Platelet DG rel	13	0	-3	-7	10	-1	2	6	-5	-1
GSK3 alpha inh	0	7	-1	-5	-3	-2	-1	-3	-1	-2
HSP90 refold inh	-1	-2	1	-1	4	1	30*	2	-2	·
IEC-6 tox	-3	-14	-1	-2	5	2	2	-10	0	·
GSK3beta inhib	-3	-2	2	1	3	-1	1	1	-1	-8
aSyn 5UTR inh	45	2	10	3	-112	-11	19	-12	-11	-6
DYRK1A inh	·	0	·	-5	0	4	-2	·	8	-4

11: Cc1cccn2c(=O)c3c(nc12)N1CCc2ccccc2C1C1(C3)C(=O)NC(=O)N(C)C1=O (centres undefined)
12: CC(C)CN(CC(C)C)c1ccc(C=C2C(=O)NC(=S)NC2=O)cc1[N+](=O)[O-]
13: COc1ccc(CCNCc2ccc(F)cc2)cc1OC
14: CN1CCN(C(=O)COc2ccc(S(=O)(=O)Nc3ccc(F)cc3)cc2)CC1
15: CCCCn1c(O)c(C(C)=NCCCn2ccnc2)c(=O)[nH]c1=O
16: CC(=NCCC1=CCCCC1)c1c(O)[nH]c(=O)[nH]c1=O
17: COC(=O)C1=C(c2ccc(S(C)(=O)=O)cc2)C[C@@H]2CC[C@H]1N2C(=O)N1CCC(O)CC1
18: CN1C(=O)NC(=O)/C(=C/c2ccc([N+](=O)[O-])o2)C1=O
19: CN1C(=O)C(=Cc2ccc(-c3cccc(Cl)c3)o2)C(=O)N(C)C1=O
20: COc1ccc(-c2nn(CCC#N)cc2C(=O)NCc2ccccc2)cc1OC
assay / compound	11	12	13	14	15	16	17	18	19	20
KLF5 inh	6	-23	-17	-14	-27	26	·	-29	-34	-25
HSF1 activator	11	1	-24	-5	17	-2	0	1	3	38
HSF1 inh	-5	0	-5	6	9	-12	0	-7	1	15
Platelet DG rel	-5	-6	-1	-17	10	-8	-3	-4	1	6
GSK3 alpha inh	1	-3	-6	12	54*	-1	3	1	-2	-1
HSP90 refold inh	6	-4	4	-2	1	-3	·	1	3	-3
IEC-6 tox	3	-4	1	9	1	3	·	-14	0	-9
GSK3beta inhib	3	0	-4	-2	-3	10	1	-2	-3	-2
aSyn 5UTR inh	-54	2	-5	3	-6	-7	13	-2	-13	10
DYRK1A inh	-3	·	-1	-3	1	11	4	·	·	0

21: O=C1NC(=O)N(C2CCCCC2)C(=O)C1C1c2ccccc2C(=O)N1Cc1ccccc1 (centres undefined)
22: COc1ccc2c(c1)NP(=S)(Oc1ccccc1)N2 (centres undefined)
23: O=c1[nH]c(=O)n(-c2ccccc2)c(O)c1N=Nc1ccc(Br)cc1
24: N#CCP(=S)(c1ccccc1)c1ccccc1
25: O=C(O)c1ccccc1NC(=O)C1C2CCC(O2)C1C(=O)O (centres undefined)
26: COc1ccc(CN2CCCC(C(=O)c3ccc(Cl)cc3)C2)c(O)c1 (centres undefined)
27: O=C(COc1ccccc1)N1CCN(CCN2C(=O)c3cccc4cccc(c34)C2=O)CC1
28: COc1cc2c(cc1OC)C(C(=O)N(C)C1CCCCC1)C1CCCCN1C2=O (centres undefined)
29: CCN1C(=O)NC(=O)/C(=C\c2cn(CC(=O)N3CCCCC3)c3ccccc23)C1=O
30: Cc1cccc(NC(=O)CSc2nnc([C@@H](N)Cc3c[nH]c4ccccc34)o2)c1C
assay / compound	21	22	23	24	25	26	27	28	29	30
KLF5 inh	-18	-158	-10	-14	-13	-23	-38	14	-32	3
HSF1 activator	7	15	24	7	2	6	-9	-10	0	12
HSF1 inh	-3	15	20	-3	3	-5	-4	-11	-1	7
Platelet DG rel	-1	-14	-4	-5	0	8	15	-6	12	9
GSK3 alpha inh	-3	0	-1	0	-1	0	-1	-1	0	0
HSP90 refold inh	3	0	-2	-4	2	0	3	-4	3	0
IEC-6 tox	-2	0	-6	2	4	1	1	0	-1	4
GSK3beta inhib	2	-4	1	7	-3	4	0	2	3	0
aSyn 5UTR inh	-6	-51	12	2	-4	11	12	-2	3	9
DYRK1A inh	0	2	16	-3	·	3	-2	-1	4	1

31: CC(c1ccccc1)n1cncc1C(=O)N1CCCC1=O (centres undefined)
32: C=CC[N+]1(C)CC[C@]23c4c5ccc(O)c4O[C@H]2C(=O)CC[C@@]3(O)[C@H]1C5 (some centres undefined)
33: Cc1ccccc1N1CCN(C2CCCN(C(=O)COc3ccccc3)C2)CC1 (centres undefined)
34: O=C(N/N=C/c1c(O)n(-c2ccccc2)c(=S)[nH]c1=O)c1ccccc1
35: CC(C)CNC(=O)c1c(N)n(Cc2ccc3c(c2)OCO3)c2nc3ccccc3nc12
36: O=c1c2ccccc2nc(/C=C\c2ccccc2[N+](=O)[O-])n1-c1ccccc1O
37: Cc1nn(CCC#N)c2c1P(=S)(N1CCCC1)OC(c1ccc(F)cc1)=N2 (centres undefined)
38: Cc1cccc(C)c1NC1=NCCCS1
39: COc1ccc(-n2c(O)c(C=NCCCn3ccnc3)c(=O)[nH]c2=O)cc1
40: C[N+]1(C)[C@@H]2CC(OC(=O)[C@H](CO)c3ccccc3)C[C@H]1[C@@H]1O[C@@H]12 (some centres undefined)
assay / compound	31	32	33	34	35	36	37	38	39	40
KLF5 inh	-5	·	-17	-117	6	6	-29	-7	-15	6&-2
HSF1 activator	-5	0	18	25	21	2	-14	48	24	-17
HSF1 inh	-1	8	5	1	3	14	-9	52	9	-2
Platelet DG rel	-5	-2	-17	-33	-2	6	1	-1	-5	8
GSK3 alpha inh	0	1	-3	-18	0	-2	3	-2	?	3
HSP90 refold inh	2	·	0	5	7	-1	-2	-2	2	1&1
IEC-6 tox	-4	·	2	8	-3	1	4	0	2	-6&-4
GSK3beta inhib	-1	2	0	-4	4	1	-2	0	1	-3
aSyn 5UTR inh	-25	26	-9	-52	19	8	28	12	-24	2
DYRK1A inh	-3	-5	-1	4	-4	12	-1	3	4	-5&5

41: CCCCC1C(=O)NC(=S)NC1=O
42: CCC(=NCc1ccco1)c1c(O)n(C2CCCCC2)c(=O)[nH]c1=O
43: Cc1ccc(/C=C2\C(=O)NC(=O)N(CCc3ccc(F)cc3)C2=O)o1
44: CC1=CC(=O)C2=C(C)CC(O)C3C(C)C(=O)OC3C12 (centres undefined)
45: O=P(O)(O)COc1ccccc1O
46: CN(C(=O)Oc1ccc(C(=O)c2ccc(Cl)cc2)cc1)c1ccccc1
47: O=C(CCC(=O)N1CCC2(CC1)OCCO2)Nc1nnc(C2CCCCC2)s1
48: CCN1C(=O)NC(=O)/C(=C\c2cn(CC(=O)N3CCCCC3C)c3ccccc23)C1=O (centres undefined)
49: O=C(Cn1ncc2c3ccccc3n(Cc3ccccc3F)c2c1=O)N1CCC2(CC1)OCCO2
50: O=C1C2CCCN2C(c2cccs2)N1c1ccccn1 (centres undefined)
51: O=C1NC(=O)C(=Cc2ccc(N3CCN(C(=O)c4ccccc4)CC3)c([N+](=O)[O-])c2)C(=O)N1
52: CCCC(C)C1(CC)C(=O)NC(=Nc2ccccc2OC)NC1=O (centres undefined)
53: CN1CC(C(=O)c2ccc(F)cc2)C(c2ccc(F)cc2)C1 (centres undefined)
assay / compound	41	42	43	44	45	46	47	48	49	50	51	52	53
KLF5 inh	3	0	-5	-11	-13	0	-38	-16	-15	5	-18	-11	-5
HSF1 activator	-70	66*	-7	12	-7	17	-1	-2	-4	3	-10	6	7
HSF1 inh	-67*	29	-7	-1	0	0	0	-3	2	-4	5	-1	-12
Platelet DG rel	-14	-3	-4	-11	-1	3	12	13	-3	3	0	-7	4
GSK3 alpha inh	-1	4	9	-1	2	-2	6	-2	-5	-1	-1	1	-3
HSP90 refold inh	2	0	0	1	0	-3	4	-2	1	-1	-3	0	-2
IEC-6 tox	2	-4	3	4	2	5	-7	3	3	3	4	0	1
GSK3beta inhib	13	-1	4	-5	4	1	-5	5	2	0	-2	1	-1
aSyn 5UTR inh	-19	20	-11	-5	-8	22	-29	7	-10	-11	8	23	-8
DYRK1A inh	·	1	-2	5	·	-6	·	-3	9	4	8	3	5
